# Screens from PubChem BioAssay.
# MrgX1 antag: antagonists of human MrgX1 receptor, primary screen, HEK293 cells, Fluo-4 calcium flux; B-score at 10 µM; BAM8-22 antagonism; hits give low values; AID 588676, 2011; actives 1.3% (n = 310,000);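 active = calcium-response B-score plate-corrected more than 3 library SD below zero, starting fluorescence within 5 deviations, no agonist response on first addition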;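 also: peak minus trough fluorescence over baseline after final BAM8-22 challenge near maximal dose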
# TRPC6 act: mouse TRPC6 channel activators, primary screen, cell-based, HEK293, membrane potential dye; B-score at 10 µM; AID 2550, 2010; HEK293-TRPC6 membrane potential dye fluorescence; hits give high values; actives 0.13% (n = 310,000);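 active = B-score of the integrated fluorescence ratio above library mean plus 3 SD, and starting fluorescence ratio within library mean plus 5 SD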;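 also: higher score means more depolarization so channel activation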
# TRPC4 act: activators of mouse TRPC4 channel, primary screen, Fluo4 calcium, HEK293 TRPC4beta/mu-opioid cells; Fluo4 calcium fluorescence; hits give high values; B-score at 10 µM; actives 0.49% (n = 310,000); AID 2237, 2010;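 active = B-score above 5 SD of library B-scores, and initial fluorescence ratio not above library mean plus 5 SD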;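 also: positive B-score marks a calcium rise read as TRPC4 activation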
#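 system = HEK293 cells stably co-expressing mouse TRPC4beta and mu-opioid receptor | schedule = Fluo4 dye loading 45 min at room temperature, 110 s recording | measure = B-scored integrated calcium fluorescence ratio | signal = Fluo4 calcium-sensitive dye fluorescence, kinetic, 1 Hz baseline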
# TRPC6 inh: mouse TRPC6 channel inhibitors, primary screen, cell-based, HEK293, membrane potential dye. ACh-evoked depolarization; hits give low values. B-score at 10 µM. actives 1.1% (n = 310,000). AID 2553, 2010;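 active = B-score under library mean minus 3 SD, initial fluorescence not abnormally high, positive integrated signal ratio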;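 also: B-score derived from integrated fluorescence ratio over the kinetic read; more negative B-score means stronger inhibition of depolarization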
# MrgX1 PAM: positive allosteric modulators of MrgX1, primary screen, HEK293 cells, Fluo-4 calcium flux | AID 588675, 2011 | Mas-related G-protein coupled receptor member X1 (Homo sapiens), Q96LB2 | actives 0.63% (n = 310,000) | FDSS; hits give high values | B-score at 10 µM;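 active = plate-corrected calcium response at least 3 library SD above typical, normal starting fluorescence, not activating the receptor alone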;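 also: compound read alongside a low EC10 to EC30 dose of BAM8-22 agonist; peak minus trough fluorescence over baseline measured at the second addition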
# SKKanGAS inh: S. pyogenes SKKanGAS growth inhibitors in kanamycin, primary screen, streptokinase expression inhibitor project, SKKanGAS strain, BacTiter-Glo luminescence; 6 h; inhibition, % at 7.5 µM; actives 1.3% (n = 300,000);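 active = mean replicate score, as percent of positive control median, at least 50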;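 also: strain carries kanamycin resistance gene driven by streptokinase promoter and grows in 40 µg/ml kanamycin; loss of luminescence reflects streptokinase promoter inhibition or plain growth inhibition; 0% = median of DMSO wells and 100% = positive control at its reference dose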
# TRPC4 PAM: positive allosteric modulators of TRPC4, primary screen, cell-based, mouse TRPC4beta, HEK293 mu-opioid, Fluo-4 calcium; AID 2227, 2009; DAMGO EC20, Fluo-4 Ca2+ flux; hits give high values; Short transient receptor potential channel 4 (Mus musculus), Q9QUQ5; actives 0.42% (n = 310,000); B-score at 10 µM;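 active = B-score of calcium response area above 5 SD of library B-scores, with initial fluorescence ratio within 5 SD of library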;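 also: B-score of integrated fluorescence ratio over time as area under calcium response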
# ANO1 activ: TMEM16A chloride channel activators or potentiators, primary screen, cell-based, HTS; HEK293 TMEM16A/YFP-H148Q/I152L, iodide quench fluorescence; hits give low values; B-score at 10 µM; actives 0.3% (n = 340,000); AID 623877, 2012;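 active = fluorescence-ratio B-score plate-corrected deviation score at least 3 library SD below zero, with starting fluorescence score within 5 deviations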;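 also: channel opened by trigger with iodide after compound preincubation; score built on the fluorescence ratio of max minus min over baseline; more negative score means more quench and so TMEM16A activation or potentiation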
# Target sequence (Q8BHY3 whole entry, looked up): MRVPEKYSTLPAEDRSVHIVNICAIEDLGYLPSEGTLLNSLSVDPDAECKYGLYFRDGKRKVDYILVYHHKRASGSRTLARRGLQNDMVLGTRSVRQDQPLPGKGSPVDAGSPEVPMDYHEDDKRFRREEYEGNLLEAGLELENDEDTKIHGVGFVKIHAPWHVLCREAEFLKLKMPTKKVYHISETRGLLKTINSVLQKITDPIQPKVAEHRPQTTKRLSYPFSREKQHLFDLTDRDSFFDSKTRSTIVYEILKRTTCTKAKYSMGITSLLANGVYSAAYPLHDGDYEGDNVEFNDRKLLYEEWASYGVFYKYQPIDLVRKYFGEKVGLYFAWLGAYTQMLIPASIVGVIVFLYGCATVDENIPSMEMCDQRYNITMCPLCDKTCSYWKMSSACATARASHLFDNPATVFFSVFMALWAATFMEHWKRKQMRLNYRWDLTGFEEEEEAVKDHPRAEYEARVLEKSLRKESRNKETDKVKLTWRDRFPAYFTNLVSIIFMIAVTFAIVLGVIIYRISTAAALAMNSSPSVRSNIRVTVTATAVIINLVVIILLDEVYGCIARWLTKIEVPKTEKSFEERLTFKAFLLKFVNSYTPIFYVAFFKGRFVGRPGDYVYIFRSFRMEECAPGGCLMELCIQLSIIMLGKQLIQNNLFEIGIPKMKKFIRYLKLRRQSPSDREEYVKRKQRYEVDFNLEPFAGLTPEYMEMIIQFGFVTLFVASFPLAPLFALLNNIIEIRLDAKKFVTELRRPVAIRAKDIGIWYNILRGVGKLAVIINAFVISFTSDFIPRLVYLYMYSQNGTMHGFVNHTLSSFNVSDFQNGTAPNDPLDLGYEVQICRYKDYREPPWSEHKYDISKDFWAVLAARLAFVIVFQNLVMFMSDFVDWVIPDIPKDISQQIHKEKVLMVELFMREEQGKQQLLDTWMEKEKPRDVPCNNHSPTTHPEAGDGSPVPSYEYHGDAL
# TRPC4 block: inhibitors of mouse TRPC4 channel, primary screen, Fluo4 calcium, HEK293 TRPC4beta/mu-opioid cells. DAMGO-evoked Fluo4 calcium flux; hits give low values. Short transient receptor potential channel 4 (Mus musculus), Q9QUQ5. B-score at 10 µM. actives 0.39% (n = 300,000);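 active = B-score over 3 SD under the library average, no early fluorescence shift, positive overall ratio signal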
#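 System: stable TRPC4beta/mu-opioid receptor HEK293 cells; Dosing: single-point compound dosing; Measured by: Fluo4 Ca2+ flux fluorescence; Read-out basis: per-well B score of integrated baseline-normalized Fluo4 ratio.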
# ANO1 block: TMEM16A chloride channel inhibitors, primary screen, cell-based, HTS. HEK293 TMEM16A/YFP iodide influx fluorescence, ionomycin. actives 1.2% (n = 310,000). normalized B-score (activity score, 25-100; higher = stronger inhibition) at 10 µM;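 active = ratio plate-corrected score three or more library SD toward inhibition, starting fluorescence score within five deviations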;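 also: score derived from kinetic fluorescence span divided by baseline fluorescence per well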
# MrgX1 ag: agonists of human MrgX1 receptor, primary screen, HEK293 cells, Fluo-4 calcium flux; Mas-related G-protein coupled receptor member X1 (Homo sapiens), Q96LB2; Fluo-4 calcium fluorescence, agonist mode; hits give high values; B-score at 10 µM; actives 0.44% (n = 310,000); AID 588627, 2011;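 active = calcium response B-score plate-corrected fluorescence ratio at least 3 library SD, with starting fluorescence B-score inside 5 SD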
#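 Material: HEK293 cells stably expressing human MrgX1 receptor | Quantity: 15,000 cells per well | Times: Cells plated overnight, dye loaded 0.5 h 37 °C, 0.5 h room temperature | Measured by: Kinetic Fluo-4 NW fluorescence of intracellular calcium | Control set: Positive and negative controls per plate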
# Active calls of the source: *; i = inactive; · = no result given.
[1] Cc1ccc(C2=C(CC(=O)O)C(=O)CC2)cc1
[2] Cc1cc(C)nc(SCC(=O)NC2=NC(=O)C(C)S2)n1 (centres undefined)
[3] O=C1C(C=NCc2cccnc2)=C(O)c2ccccc21
[4] Cc1nc(N2CCc3ccccc3C2)[nH]c(=O)c1Cc1ccccc1
[5] Cc1oc(/N=C/c2ccc(Cl)cc2Cl)c(C#N)c1C
[6] COc1cccc(C(=O)N(Cc2ccc3c(c2)OCO3)Cc2nc3ccccc3c(=O)[nH]2)c1
[7] COC(=O)Cc1c(C)nc2nc(Cc3ccccc3)[nH]n2c1=O
[8] COc1ccc(C(=O)NNC(=O)C(=O)Nc2cccc3ccccc23)cc1
assay / compound | 1 | 2 | 3 | 4 | 5 | 6 | 7 | 8
MrgX1 antag | i | i | · | i | · | i | i | i
TRPC6 act | i | i | i | i | i | i | i | i
TRPC4 act | i | i | i | i | i | i | i | i
TRPC6 inh | i | i | i | i | i | i | i | i
MrgX1 PAM | i | i | · | i | · | i | i | i
SKKanGAS inh | -5 | 3 | 1 | 22 | 2 | 6 | -8 | 2
TRPC4 PAM | i | i | i | i | i | i | i | i
ANO1 activ | i | · | i | i | i | i | i | i
TRPC4 block | i | i | i | i | i | i | i | i
ANO1 block | i | i | · | i | · | i | i | i
MrgX1 ag | i | i | · | i | · | i | i | i

# Reformatted with values under each structure: 2 of the compounds above
# Screens in order: MrgX1 antag | TRPC6 act | TRPC4 act | TRPC6 inh | MrgX1 PAM | SKKanGAS inh | TRPC4 PAM | ANO1 activ | TRPC4 block | ANO1 block | MrgX1 ag
1	Cc1ccc(C2=C(CC(=O)O)C(=O)CC2)cc1
 : i | i | i | i | i | -5 | i | i | i | i | i
2	Cc1cc(C)nc(SCC(=O)NC2=NC(=O)C(C)S2)n1 (centres undefined)
 : i | i | i | i | i | 3 | i | · | i | i | i

# New compounds follow:
[9] O=C(c1ccco1)N1CCN(c2nc(C3CC3)nc3sc4c(c23)CCCC4)CC1
[10] O=C(O)CC1NCCc2ccccc21 (centres undefined)
[11] CCOc1ccc(S(=O)(=O)Nc2cccc(C(=O)NCC3CCCO3)c2)cc1 (centres undefined)
[12] N#Cc1ccccc1NC1=CC(=O)CCC1
[13] Cc1cc(C)c(C)c(SCC(=O)Nc2oc(C)c3c(C)n[nH]c(=O)c23)c1C
[14] C=CCOc1ccc(C2/C(=C(/O)c3ccc(OC)cc3)C(=O)C(=O)N2CCN2CCNCC2)cc1 (centres undefined)
[15] CCCN1CCN(C(=O)C2CCN(c3nnc(C)c4c(C)n(-c5ccc(C)cc5)nc34)CC2)CC1
[16] Cc1ccc(NC(=O)[C@@]2(CC(=O)O)CC(/C=C/c3ccccc3)=NO2)c(C)c1
assay / compound | 9 | 10 | 11 | 12 | 13 | 14 | 15 | 16
MrgX1 antag | i | i | i | i | i | i | i | i
TRPC6 act | i | i | i | i | i | i | i | i
TRPC4 act | i | i | i | i | i | i | i | i
TRPC6 inh | i | i | i | i | i | i | i | i
MrgX1 PAM | i | i | i | i | i | i | i | i
SKKanGAS inh | 20 | -8 | -1 | -2 | 8 | -1 | 2 | -1
TRPC4 PAM | i | i | i | i | i | i | i | i
ANO1 activ | i | i | i | i | i | i | i | i
TRPC4 block | i | i | i | i | i | i | i | i
ANO1 block | i | i | i | i | i | i | i | i
MrgX1 ag | i | i | i | i | i | i | i | i

[17] O=C(CCC(=O)N(CC(=O)NC1CCCC1)C1CCCCC1)Nc1ccccn1
[18] CC1CC(C)CN(CCCNC(=O)c2ccc3nc(N4CCCCC4)sc3c2)C1 (centres undefined)
[19] COc1ccc(/C=C2\Oc3cc(OCC(N)=O)ccc3C2=O)cc1OC
[20] Cc1ccc(S(=O)(=O)CCC(=O)Nc2nccs2)cc1
[21] Cc1nc2ccc(S(=O)(=O)N(C)CC(=O)NCc3ccc4c(c3)OCO4)cc2s1
[22] COc1ccccc1NS(=O)(=O)c1cc(C(=O)NCCC(C)C)ccc1F
[23] CN(C)/N=C/c1cn(-c2ccccc2)nc1-c1cccnc1
assay / compound | 17 | 18 | 19 | 20 | 21 | 22 | 23
MrgX1 antag | i | i | -5.4* | i | i | i | i
TRPC6 act | i | i | i | · | i | i | i
TRPC4 act | i | i | i | · | i | i | i
TRPC6 inh | i | i | i | · | i | i | i
MrgX1 PAM | i | i | i | i | i | i | i
SKKanGAS inh | -4 | -3 | 6 | · | -9 | 0 | 7
TRPC4 PAM | i | i | i | · | i | i | i
ANO1 activ | i | i | i | i | i | -9.5* | i
TRPC4 block | i | i | i | · | i | i | i
ANO1 block | i | 100* | i | i | i | i | i
MrgX1 ag | i | i | i | i | i | 35* | i

# A different layout for part of the listing above.
entry | Structure | MrgX1 antag | TRPC6 act | TRPC4 act | TRPC6 inh | MrgX1 PAM | SKKanGAS inh | TRPC4 PAM | ANO1 activ | TRPC4 block | ANO1 block | MrgX1 ag
10 | O=C(O)CC1NCCc2ccccc21 (centres undefined) | i | i | i | i | i | -8 | i | i | i | i | i
11 | CCOc1ccc(S(=O)(=O)Nc2cccc(C(=O)NCC3CCCO3)c2)cc1 (centres undefined) | i | i | i | i | i | -1 | i | i | i | i | i
12 | N#Cc1ccccc1NC1=CC(=O)CCC1 | i | i | i | i | i | -2 | i | i | i | i | i
13 | Cc1cc(C)c(C)c(SCC(=O)Nc2oc(C)c3c(C)n[nH]c(=O)c23)c1C | i | i | i | i | i | 8 | i | i | i | i | i
14 | C=CCOc1ccc(C2/C(=C(/O)c3ccc(OC)cc3)C(=O)C(=O)N2CCN2CCNCC2)cc1 (centres undefined) | i | i | i | i | i | -1 | i | i | i | i | i
15 | CCCN1CCN(C(=O)C2CCN(c3nnc(C)c4c(C)n(-c5ccc(C)cc5)nc34)CC2)CC1 | i | i | i | i | i | 2 | i | i | i | i | i
16 | Cc1ccc(NC(=O)[C@@]2(CC(=O)O)CC(/C=C/c3ccccc3)=NO2)c(C)c1 | i | i | i | i | i | -1 | i | i | i | i | i
17 | O=C(CCC(=O)N(CC(=O)NC1CCCC1)C1CCCCC1)Nc1ccccn1 | i | i | i | i | i | -4 | i | i | i | i | i
18 | CC1CC(C)CN(CCCNC(=O)c2ccc3nc(N4CCCCC4)sc3c2)C1 (centres undefined) | i | i | i | i | i | -3 | i | i | i | 100* | i
19 | COc1ccc(/C=C2\Oc3cc(OCC(N)=O)ccc3C2=O)cc1OC | -5.4* | i | i | i | i | 6 | i | i | i | i | i
20 | Cc1ccc(S(=O)(=O)CCC(=O)Nc2nccs2)cc1 | i | · | · | · | i | · | · | i | · | i | i
21 | Cc1nc2ccc(S(=O)(=O)N(C)CC(=O)NCc3ccc4c(c3)OCO4)cc2s1 | i | i | i | i | i | -9 | i | i | i | i | i
22 | COc1ccccc1NS(=O)(=O)c1cc(C(=O)NCCC(C)C)ccc1F | i | i | i | i | i | 0 | i | -9.5* | i | i | 35*
23 | CN(C)/N=C/c1cn(-c2ccccc2)nc1-c1cccnc1 | i | i | i | i | i | 7 | i | i | i | i | i
